From PubChem BioAssay
D2 antag = antagonizes the human D2 dopamine receptor; P14416; HEK293 TREx D2 cells, calcium flux, dopamine EC80; inhibition, % at 10 µM; 340,000 compounds, 2% hits; in the data active = inhibition above about 30%; note: 0% is about no effect
Target sequence (P14416 whole entry, looked up): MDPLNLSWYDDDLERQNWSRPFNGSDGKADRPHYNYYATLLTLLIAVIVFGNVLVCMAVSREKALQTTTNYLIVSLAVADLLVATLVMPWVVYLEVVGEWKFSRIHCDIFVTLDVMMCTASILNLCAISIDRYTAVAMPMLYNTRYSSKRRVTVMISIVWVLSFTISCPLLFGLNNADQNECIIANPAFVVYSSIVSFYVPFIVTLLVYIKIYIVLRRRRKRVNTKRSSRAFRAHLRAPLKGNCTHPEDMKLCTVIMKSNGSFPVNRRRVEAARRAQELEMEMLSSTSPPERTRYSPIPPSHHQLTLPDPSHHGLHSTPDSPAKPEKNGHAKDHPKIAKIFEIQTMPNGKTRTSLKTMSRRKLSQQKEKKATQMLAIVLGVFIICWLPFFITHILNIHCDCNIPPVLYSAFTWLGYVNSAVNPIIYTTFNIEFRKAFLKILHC
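Cells plated overnight at 30 C with tetracycline; no-wash calcium dye, 30–90 min RT; 10 s baseline; compound pinned; 180 s read; EC80 dopamine added; another 180 s read.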
TRHR enhancer = allosterically enhances the human TRH receptor | 360,000 compounds, 0.66% hits | enhancement, % at 2 µM | P34981 | TRHR cells, fluo-8 calcium fluorescence, EC20 TRH enhancement; in the data active = enhancement above about 30%; note: 0% is about no effect
Target sequence (P34981 whole entry, looked up): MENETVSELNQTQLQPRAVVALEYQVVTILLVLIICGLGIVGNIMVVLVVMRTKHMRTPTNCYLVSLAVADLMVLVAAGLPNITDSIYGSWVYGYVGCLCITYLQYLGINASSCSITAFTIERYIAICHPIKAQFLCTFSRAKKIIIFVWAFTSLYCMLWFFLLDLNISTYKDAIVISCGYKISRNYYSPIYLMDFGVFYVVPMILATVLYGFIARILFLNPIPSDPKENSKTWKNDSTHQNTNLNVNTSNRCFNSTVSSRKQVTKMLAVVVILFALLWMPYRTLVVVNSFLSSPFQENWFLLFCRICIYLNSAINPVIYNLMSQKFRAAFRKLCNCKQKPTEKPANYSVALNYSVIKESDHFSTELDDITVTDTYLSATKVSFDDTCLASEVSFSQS
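Enhancer read-out: after compound pinning and an initial kinetic agonist-mode read, an EC20 of TRH (10 nM final) was injected and fluo-8 calcium signal (Ex 480/Em 530) followed at 1 s/cycle for 100 cycles in TRHR-expressing cells.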
D1 antagonist = blocks dopamine activation of the human D1 receptor. P21728. HEK293 TREx D1 cells, calcium flux, dopamine EC80; hits give low values. activity change, negative = inhibition, % at 10 µM. 360,000 compounds, 3.2% hits. AID 504652; in the data active = activity change below about -30%; note: % is set by controls: 0 for no effect and ±100 for the full control effect
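HEK293 T-REx cells expressing inducible, force-coupled D1 receptor; no-wash Ca dye, 30–90 min RT. Cmpd → 180 s read at 1 Hz → EC80 DA → 180 s read.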
RXFP1 antagonist = blocks the human relaxin receptor RXFP1; Q9HBX9; HEK293-RXFP1, relaxin-stimulated cAMP HTRF, 30 min; hits give low values; activity change, negative = inhibition, % at 57.5 µM; 350,000 compounds, 0.59% hits; AID 1259400;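 active = activity change of -60% or lower, but not beyond a set lower limit; inconclusive = change between -60% and -40%, or beyond the set limit; inactive = change above -40%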; note: % is set by controls: 0 for no effect and ±100 for the full control effect
D2 potentiator = D2 dopamine receptor (human) potentiation; P14416; HEK293 T-REx D2, calcium flux, EC20 dopamine potentiation; potentiation, % at 10 µM; 340,000 compounds, 0.34% hits; AID 485347;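 active = potentiation over 3 SD above the plate norm, cut at about 30% in these data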; note: 0% is about no effect
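Potentiation of an EC20 dopamine calcium response measured kinetically over 180 s, after a preceding 180 s compound-only read flagging agonists. Cells: inducible Hek293 Trex D2 line, 4000/well, cultured overnight at 30 C before dye loading.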
D1 potentiator = human D1 dopamine receptor positive modulation | AID 504651 | P21728 | HEK293 TREx D1 cells, calcium flux, dopamine EC20 potentiation | potentiation, % at 10 µM | 360,000 compounds, 0.036% hits; in the data active = potentiation above about 30%; note: 0% is about no effect
TRHR agonist = TRH receptor (human) agonism | 360,000 compounds, 0.18% hits | activation, % at 2 µM | AID 493084 | TRHR cells, calcium flux fluo-8, FDSS agonist mode; note: 0% is about no effect
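In this calcium-flux screen, cells bearing human TRHR are dye-loaded with fluo-8, baselined for 10 cycles, then exposed to library compounds; positive kinetic calcium responses during the agonist phase mark hits, with TRH as control.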
D2 agonist = activates the human D2 dopamine receptor | activation, % at 2 µM | HEK293 T-REx D2 cells, calcium flux agonist mode | 340,000 compounds, 0.53% hits;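 active = activation over 3 SD above normal in the single-dose calcium agonist read, cut at about 30% in these data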; note: 0% is about no effect
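HEK293 Trex D2 cells, tetracycline-induced, o/n 30 C 5% CO2; no-wash Ca dye, RT 30–90 min; 10-cycle baseline, 23 nl cpd added, kinetic Ca read 180 s; agonist hits = positive Ca response.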
D1 ag = human D1 receptor agonism; HEK293 T-REx D1 cells, calcium flux, agonist mode; 360,000 compounds, 1% hits; P21728; activation, % at 2 µM; note: 0% is about no effect
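Tetracycline-induced HEK293 TREx D1 cells, force-coupled to calcium signalling, were dye-loaded with a no-wash calcium kit. Compound was pin-added after a 10 s baseline. Fluorescence was read kinetically at 1 cycle/s for 180 s, with calcium rises flagged as agonism.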
* = called active by the depositor; ? = inconclusive; . = no result given; & = joins results of further samples. Cut-off read from the data, not from the text of the source, unless noted: active = activation above about 30%; inactive = the rest. Hits appear at their usual frequency, and some 7.1% of all compounds hit somewhere here.

SMILES	D2 antag	TRHR enhancer	D1 antagonist	RXFP1 antagonist	D2 potentiator	D1 potentiator	TRHR agonist	D2 agonist	D1 ag
Cc1ccc2nccc(C(=O)N3CCCC(N4CCN(c5ccc(F)cc5)CC4)C3)c2c1 (stereo not drawn)	-1	-6	0	-5	-10	-2	-0.1	0.8	1
CCOc1cc(/C=C2\CCCc3c2nc2ccccc2c3C(=O)O)ccc1OC	38*	15	-6	11	-27	18	151*	87*	411*
O=C(Nc1cccc(C(=O)N2CCCC2)c1)c1ccccc1Cl	-1	7	4	3	-2	-1	-0.4	0.3	3
COc1cccc(C2(O)CCN(CC(=O)NCC3CC3)CC2)c1	20	4	10	-17	0	3	0.1	0.1	5
COc1ccc(NC(C)=O)cc1CNC(=O)COc1ccccc1C(=O)Nc1cccc(C)c1C	8	-2	-1	11	8	-6	-0.2	0.2	0
CC(=O)c1ccc(N2CCN(C(=O)c3ccc(NC(=O)C4CCCO4)cc3)CC2)cc1 (stereo not drawn)	-4	26	0	6	-2	-3	0.8	-0.2	1
O=C(COC(=O)c1cc(NS(=O)(=O)c2cccs2)ccc1O)Nc1cc(Cl)ccc1Cl	-5	7	5	?	-6	-2	-2.3	1.0	4
Cc1ccc(-c2cc(C(=O)NCCc3ccc(S(N)(=O)=O)cc3)c3ccccc3n2)cc1	-12	2	-6	3	16	7	0.7	-0.7	3
CCOC(=O)c1[nH]c(C(=O)O)c(CCN(CC)CC)c1C	4	-4	11	0	-10	-3	0.7	0.2	2
Cc1cc(=O)oc(C)c1C(=O)NCCNC(=O)c1c(C)cc(=O)oc1C	20	-2	15	-5	-1	-3	0.8	0.9	0
CCCN1CCN(CCCNC(=O)c2ccc3c(=O)n(CCc4ccccc4)c(=O)[nH]c3c2)CC1	31*	-4	5	-13	-23	-7	0.2	68*	3
O=C(N/C(=C\c1ccc(-c2ccccc2)o1)C(=O)N1CCOCC1)c1ccccc1	5	-1	14	-3	-4	-1	-0.2	-0.2	2
CCCCn1c(=O)c(CCC(=O)OCC(=O)NC(C)c2ccccc2)nc2ccccc21 (stereo not drawn)	0	16	13	-20	-2	3	-1.7	0.0	1
COC(=O)C1=C(C)NC(=O)NC1c1ccc2ccccc2c1 (stereo not drawn)	2	6	-3	-3	-7	-7	0.1	2.4	-3
CCN=C1SC(CC(=O)NCc2ccccc2)C(=O)N1CC (stereo not drawn)	-12	-1	2	2	1	-7	-0.2	0.3	0
COc1ccc(NC(=O)/C(=C/c2cccnc2)NC(=O)c2cccs2)cc1	9	-2	13	8	-3	-1	-1.0	0.5	1
COC(=O)c1cc(NC(=O)c2cccs2)ccc1N1CCOCC1	-34	2	-3	-10	2	2	1.1	0.9	2
CCOC(=O)C1CCN(CC(=O)Nc2cc(S(=O)(=O)N3CCCCC3)ccc2Cl)CC1	8	2	-7	-16	3	-4	0.5	1.6	4
Clc1ccc(OCc2nnc(-c3ccccc3Br)o2)c(Cl)c1	-15	9	24	-9	13	8	1.6	1.7	23
COc1ccc(C)cc1Nc1c2c(nc3nc(-c4cccs4)nn13)CCCC2	.	-5	5	-8	5	7	-0.1	-1.0	4
O=CN1CCN(C(=O)Cc2ccc([N+](=O)[O-])cc2)CC1	5	0	3	4	-5	-8	0.3	0.5	3
N#Cc1cccc(C(=O)OCC(=O)c2ccc3c(c2)NC(=O)CO3)c1	7	-7	-13	4	2	1	0.1	0.8	1
Cc1cccc(C(=O)OCC(=O)Nc2ccc(N3CCCCC3)cc2)c1O	5	3	-6	4	-18	-1	0.3	0.3	3
Nc1c(S(=O)(=O)c2ccccc2)c2nc3ccccc3nc2n1/N=C/c1cccc(O)c1	.	4	3	-9	.	-3	1.6	.	1

3 compounds already listed, sorted by length of the SMILES, low to high:
SMILES	D2 antag	TRHR enhancer	D1 antagonist	RXFP1 antagonist	D2 potentiator	D1 potentiator	TRHR agonist	D2 agonist	D1 ag
N#Cc1cccc(C(=O)OCC(=O)c2ccc3c(c2)NC(=O)CO3)c1	7	-7	-13	4	2	1	0.1	0.8	1
CCCCn1c(=O)c(CCC(=O)OCC(=O)NC(C)c2ccccc2)nc2ccccc21 (stereo not drawn)	0	16	13	-20	-2	3	-1.7	0.0	1
Nc1c(S(=O)(=O)c2ccccc2)c2nc3ccccc3nc2n1/N=C/c1cccc(O)c1	.	4	3	-9	.	-3	1.6	.	1

Continuation.
SMILES	D2 antag	TRHR enhancer	D1 antagonist	RXFP1 antagonist	D2 potentiator	D1 potentiator	TRHR agonist	D2 agonist	D1 ag
CCCn1c(=O)c2sccc2n2c(CCCC(=O)Nc3ccc(Oc4ccccc4)cc3)nnc12	.	9	-11	-15	2	-6	-0.2	.	4
Cc1cc(C(=O)N2CCN(c3ccc(F)cc3)CC2)c2c(C)nn(-c3cccc(Cl)c3C)c2n1	.	-6	-12	2	-3	1	-1.8	-2.4	6
COc1cc(F)ccc1S(=O)(=O)NCc1cccnc1	0	-12	1	-3	4	-1	0.3	1.0	1
Cc1[nH]nc(SCC(=O)NC(C)c2ccccc2)c1[N+](=O)[O-] (stereo not drawn)	20	-7	-7	6	6	-7	0.1	0.4	4
CC(C)NC(=O)c1ccc2c(c1)N(CC(=O)N1CCOCC1)C(=O)C(C)(C)O2	-17	0	11	8	-8	-3	-0.1	-0.7	6
Cc1cccn2c(=O)c(/C=C(\C#N)C(N)=O)c(N3CCCCCC3)nc12	-15	2	7	-1	8	2	-2.0	-0.2	10
O=C(Cn1c(=O)oc2cc(S(=O)(=O)NCc3ccccc3)ccc21)NCc1ccc(Cl)cc1	.	14	-13	-28	19	-3	-0.3	0.6	0
O=C(N/N=C/c1sc(=O)[nH]c1-[n+]1ccc2ccccc2c1)c1ccccc1[O-]	12	-1	-10	?	23	-2	14	6.1	34*
O=c1c2nnn(Cc3ccccc3)c2ncn1C/C=C/c1ccccc1	4	25	-15	-3	11	-10	-0.4	-0.3	4
CCN1CCc2c(C#N)c(NCc3ccccc3)nc(N(CC)CC)c2C1	46*	5	12	-10	-8	1	4.0	2.6	4
COc1cccc2oc(-c3ccco3)cc(=O)c12	19	-2	10	.	-7	-4	-0.2	-0.1	-3
Cc1ccc(OCC(=O)NC(=S)Nc2cccc(NC(=O)c3ccc(Cl)cc3Cl)c2)cc1	.	-3	1	-11	-6	1	1.0	.	6
COCCNC(=O)C(C)N(c1ccc(Oc2ccccc2)cc1)S(C)(=O)=O (stereo not drawn)	.	-1	3	-5	.	1	0.3	.	2
CCN(CC1CCCO1)C(=O)c1cc(COc2cc(C)c(Cl)c(C)c2)on1 (stereo not drawn)	1	9	-10	-26	8	0	2.4	0.6	4
CN(C)/C=C/C(=O)c1ccc2noc(-c3cccc(F)c3)c2c1	-11	0	5	-3	-2	-9	-0.6	-0.3	1
O=C(CSc1ccccc1)Nc1cccc(S(=O)(=O)N2CCOCC2)c1	13	-1	-24	17	-6	-2	0.1	-0.4	1
O=C(Cc1ccccc1)N(Cc1cccnc1)c1nc2c(F)cccc2s1	.	-10	.	-31	12	-2	0.3	.	2
Cc1ccc(Nc2nc(N)nc(CN3CCN(Cc4ccc5c(c4)OCO5)CC3)n2)c(C)c1	11	4	-10	5	-25	-6	0.0	0.5	6
N#C/C(C(=O)N1CCCC1)=C1/N=C(N)c2ccccc21	.	3	6	.	.	-3	0.2	.	3
COc1ccc(-c2c(-c3ccc4c(c3)OCO4)noc2C)cn1	8	-6	26	.	8	2	-2.0	-2.1	5
Cc1c(C)c2ccc(O[C@@H]3O[C@H](CO)[C@H](O)[C@H](O)[C@H]3O)cc2oc1=O	5	-5	1	-6	1	-7	-0.9	-0.4	1
O=C(Nc1ccc2c(c1)CCCN2C(=O)c1cccs1)c1ccc(F)c(F)c1	.	1	-23	-30	-2	0	0.0	.	4
CCOc1ccccc1C(=O)Nc1ccccc1-c1ccccc1	-6	0	7	-11	9	0	0.3	-0.2	6
COc1ccc(CCC(=O)Nc2cc3c4c(c2)CCC(=O)N4CCC3)cc1	1	6	-8	-4	-5	-3	-0.2	0.0	4
CN(CC(=O)Nc1ccc(F)cc1)C(=O)CCc1ccccc1	-1	3	-22	-3	8	4	-0.8	-2.1	0
COc1ccc(-c2nc(C#N)c(N3CCCCCC3)o2)cc1OC	9	11	-2	-24	2	-4	-1.0	0.9	0
O=C(O)c1ccc(C(=O)c2ccc3c(c2)C(=O)N(Cc2ccco2)C3=O)cc1	-11	-2	-23	2	14	3	-0.1	0.8	2
CC(C)c1cc(NCC2CCCO2)n2c(nc3ccccc32)c1C#N (stereo not drawn)	6	2	.	-7	2	-1	-1.0	0.4	5
CCc1cc2c(-c3ccccc3)cc(=O)oc2c(CN2CCOCC2)c1O	-9	-3	36	2	2	2	21	20	55*
Cn1c(CN2CCCC2)nc2cc(NS(=O)(=O)c3ccc(Cl)cc3)ccc21	69*	6	-14	7	-17	-6	1.7	2.9	47*
CCOC(=O)C(C)CC(C)C(=O)N1CCOCCN(C(=O)C(C)CC(C)C(=O)OCC)CCOCC1 (stereo not drawn)	-1	0	3	-5	-4	-3	0.9	-0.1	1
COc1ccc(-c2cc(C(=O)Nc3ccccc3SC)no2)cc1	.	-1	-9	-7	.	6	0.1	.	3
CC(C)(C)c1ccc2c(c1)N(CC(=O)O)C(=O)CO2	-14	5	2	-11	4	-8	0.5	0.2	3
O=C(Oc1ccccc1F)c1nc(SCc2ccc(F)cc2)ncc1Cl	.	-1	-14	-2	-10	-2	-0.7	2.0	-1
COc1cccc(-n2c(SCC(=O)Nc3ccc4c(c3)CCC4)nc3ccccc3c2=O)c1	7	-2	-12	-4	9	7	-0.2	0.0	11
C#CCOCCOCCOCCNc1nc(N2CCN(C(=O)[C@H]([C@@H](C)CC)n3cc(CCCCN)nn3)CC2)nc(N2CCN(C(=O)[C@H](C)n3cc(CCC(=O)O)nn3)CC2)n1	-10	9	35	.	-8	-3	-0.6	-0.9	2
CCc1nnc(NC(=O)c2cccc(OC)c2)s1	-11	-1	-4	-11	0	0	0.2	0.0	2
COc1ccc(N(C)C(=O)c2ccc3nc(-c4ccccc4)c(-c4ccccc4)nc3c2)cc1	-12	7	7	-19	1	-4	0.9	0.4	5
c1ccc2sc(C3CCN(Cc4nnnn4Cc4ccc5c(c4)OCO5)CC3)nc2c1	9	-2	-12	-7	-6	0	0.3	0.5	3
C=CCNC(N)=S	1	2	4	2&-4	10	0	0.4	-0.8	1
COc1ccc(NC(=O)Cn2ccn(-c3ccc(F)c(F)c3)c(=O)c2=O)cc1Cl	.	-2	2	-12	4	1	0.2	0.4	2
CCCCOc1ccc(C2(C(=O)O)CCCC2)cc1	.	4	-7	-8	.	-2	0.7	.	1
CNS(=O)(=O)c1cccc(C(=O)NCC(C)(C)N2CCCCC2)c1	5	0	3	-10	8	-2	0.3	0.5	0
NNC(=O)c1cccnc1Oc1ccccc1	5	2	-4	-7	16	-1	-0.4	-0.8	4
